EP2 antag: human EP2 receptor antagonists, primary screen, TR-FRET cAMP, C6 glioma cells; Prostaglandin E2 receptor EP2 subtype (Homo sapiens), P43116; C6 glioma cells expressing human EP2; cells stimulated with saturating PGE2; inhibition, % at 25 µM; 260,000 tested, 0.52% active; AID 1422, 2008;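 active means percent inhibition above 40 after rounding to a whole number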;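 further: rat C6 glioma host cells with rolipram phosphodiesterase inhibitor present; the protocol text gives 20 µM as final concentration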
Target sequence (P43116 whole entry, looked up): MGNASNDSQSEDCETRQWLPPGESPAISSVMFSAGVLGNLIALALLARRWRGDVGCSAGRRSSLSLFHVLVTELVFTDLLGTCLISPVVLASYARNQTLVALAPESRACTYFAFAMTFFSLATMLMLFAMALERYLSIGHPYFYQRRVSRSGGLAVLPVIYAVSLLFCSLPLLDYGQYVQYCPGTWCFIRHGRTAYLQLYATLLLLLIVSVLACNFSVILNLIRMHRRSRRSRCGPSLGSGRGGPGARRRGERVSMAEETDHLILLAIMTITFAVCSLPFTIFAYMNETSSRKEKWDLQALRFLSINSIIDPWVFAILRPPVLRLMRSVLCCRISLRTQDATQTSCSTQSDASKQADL
NPY1 pot ag: NPY-Y1 receptor potentiators or agonists, primary screen, cell-based; Neuropeptide Y receptor type 1 (Homo sapiens), P25929; NPY-Y1 expressing cells, potentiator/agonist activation; activation, % at 3.6 µM; 220,000 tested, 0.37% active; in the data active means activation above about 33%, passing the limit was not always enough;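 further: cells stimulated with NPY at EC10 then isoproterenol at EC100; 0% = low agonist plus stimulus and 100% = saturating agonist plus stimulus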
Target sequence (P25929 whole entry, looked up): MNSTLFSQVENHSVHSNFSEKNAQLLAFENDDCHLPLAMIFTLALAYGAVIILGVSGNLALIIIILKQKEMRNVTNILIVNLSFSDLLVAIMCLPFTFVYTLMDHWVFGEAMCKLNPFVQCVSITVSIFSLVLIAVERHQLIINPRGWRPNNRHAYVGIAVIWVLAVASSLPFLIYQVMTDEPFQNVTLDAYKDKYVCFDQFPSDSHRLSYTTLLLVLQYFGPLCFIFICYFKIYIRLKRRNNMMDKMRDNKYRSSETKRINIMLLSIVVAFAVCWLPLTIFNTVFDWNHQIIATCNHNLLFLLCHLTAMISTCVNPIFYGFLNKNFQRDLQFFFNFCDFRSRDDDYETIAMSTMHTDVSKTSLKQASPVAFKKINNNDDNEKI
NPY-Y1 antag: NPY-Y1 receptor antagonists, primary screen, cell-based; 200,000 tested, 1% active; inhibition, % at 3.6 µM; HEK293-CNG Y1 cells, membrane potential fluorescence; NPY at EC95, then isoproterenol; Neuropeptide Y receptor type 1 (Homo sapiens), P25929;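 active means inhibition above the campaign mean inhibition of all tested compounds plus 3 SD, cut at about 20% in these data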;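 further: 0% = DMSO wells given NPY plus isoproterenol and 100% = isoproterenol alone without NPY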
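Material: Y1- and CNG-channel-expressing HEK293 cells / Probe or stimulus: NPY 25 nM then isoproterenol 1 µM plus Ro 20-1724 25 µM / Doses: 3.6 µM single dose, DMSO 0.4% / Schedule: compound incubation 1 h at room temperature, readout 45 min post-stimulation / Signal: membrane potential fluorescence / Benchmarks: isoproterenol-only wells as full block versus NPY-plus-isoproterenol wells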
TRPML3 ag: human TRPML3 channel agonists, primary screen, cell-based, HEK293 TRPML3-YFP, Fluo-8 calcium fluorescence, 3 µM; Mucolipin-3 (Homo sapiens), Q8TDD5; 100% = the carbachol control signal; activation, % at 3 µM; 220,000 tested, 0.29% active; AID 1448, 2008;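 active means activation above its plate's cutoff, the mean activation of the plate's test wells plus 3 SD, cut at about 12% in these data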;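 further: 0% = DMSO only wells and 100% = carbachol wells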
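Material: HEK293 cells stably carrying human TRPML3-YFP; compound dosing: single dose, 3 µM final nominal compound, 0.3% DMSO final; incubation: 1-h 37 °C dye load, 5-s basal, 120-s post-compound reads; technique: Fluo-8 intracellular calcium fluorescence, excitation 470-495 nm, emission 515-575 nm; read-out basis: percent activation from peak-to-basal fluorescence ratio, scaled between DMSO and carbachol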
zfTRPN1 agonist: zebrafish TRPN1 channel agonists, primary screen, cell-based, HEK293, calcium fluorescence. transient receptor potential cation channel N1 (TRPN1/NompC), Danio rerio. HEK293 zebrafish TRPN1-YFP, Fluo-8 calcium fluorescence; 100% = response to 87 µM carbachol. activation, % at 3 µM. 220,000 tested, 0.18% active;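 active means activation above its plate's cutoff, the mean activation of test wells on that plate plus 3 SD, cut at about 19% in these data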;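 further: 0% = DMSO alone and 100% = 87 µM carbachol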
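System: zebrafish TRPN1-YFP in HEK293 cells / Dosing: 3 µM single point / Timing: dye loading 1 h at 37 °C, then 30 min room temperature / Signal: Fluo-8 calcium fluorescence, excitation 470-495 nm, emission 515-575 nm / Read-out basis: percent activation from peak over basal fluorescence ratio, control-normalized / Control set: high carbachol 87 µM, low DMSO alone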
CHOP inh: inhibitors of CHOP promoter induction, primary screen, cell-based, unfolded protein response, luciferase reporter; 220,000 tested, 3.8% active; inhibition, % at 10 µM; CHO-K1 CHOP-promoter luciferase, tunicamycin-induced, 15-18 h;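 active means compounds that reduced the stress-induced luciferase reporter signal by more than about 70% of percent inhibition, limit read from the data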;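 further: 0% = tunicamycin plus vehicle and 100% = wells without tunicamycin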
EP2 modulator: EP2 receptor modulators, cAMP readout, primary screen, cell-based, HTRF cAMP, PGE2 stimulation; Prostaglandin E2 receptor EP2 subtype (Homo sapiens), P43116; EP2-expressing cells, cAMP HTRF FRET, PGE2 co-stimulation; induction, % at 25 µM; 260,000 tested, 0.83% active; AID 940, 2007;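 active means compounds whose cAMP rise, as percent of the full-agonist control response, exceeds 60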;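 further: rat C6 glioma line stably carrying human EP2 under a CMV promoter; the protocol text gives 20 µM as final concentration; 100% = response of wells given 1 µM PGE2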
14-3-3 Bad inh: inhibitors of 14-3-3 zeta/Bad binding, primary screen, biochemical, TR-FRET, bovine 14-3-3 zeta | 14-3-3 protein zeta/delta (Bos taurus), P63103 | TR-FRET 14-3-3zeta/Dy647-pBad peptide displacement, 1 h | inhibition, % at 21.7 µM | 220,000 tested, 0.71% active | AID 781, 2007;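 active means inhibition above about 70%, limit read from the data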;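 further: 0% = full 14-3-3 plus peptide FRET controls and 100% = background without 14-3-3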
Target sequence (P63103 whole entry, looked up): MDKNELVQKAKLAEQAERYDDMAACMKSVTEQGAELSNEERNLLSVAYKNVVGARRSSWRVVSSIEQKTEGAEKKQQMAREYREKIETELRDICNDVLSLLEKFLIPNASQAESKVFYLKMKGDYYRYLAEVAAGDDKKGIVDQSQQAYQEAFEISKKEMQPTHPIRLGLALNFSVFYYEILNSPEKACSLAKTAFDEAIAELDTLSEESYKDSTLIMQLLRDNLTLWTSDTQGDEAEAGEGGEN
PPC-1+TRAIL kill: compounds killing PPC-1 cancer cells with TRAIL present, primary screen, TRAIL potentiator project, ATPLite luminescence, uHTS; 220,000 tested, 0.41% active; cell killing (% activity), % at 4 µM; PPC-1 cells + TRAIL, ATPLite viability luminescence; AID 1443, 2008;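 active means cell killing above 50% in the first pass at 4 µM, then a duplicate retest at 5 µM averaging 50% or more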;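 further: plate controls were cells with TRAIL plus DMSO for no effect and medium-only wells lacking cells for full effect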
* marks the source's active call; other numbers are inactive results; . = not tested or not shown; & = joins results of further samples; [ ] = dose if it differs, or a comment. This is a subset (hit frequency here may not be typical).

SMILES	EP2 antag	NPY1 pot ag	NPY-Y1 antag	TRPML3 ag	zfTRPN1 agonist	CHOP inh	EP2 modulator	14-3-3 Bad inh	PPC-1+TRAIL kill
Cc1oc(C(C)(C)C)cc1C(=O)Nc1cccc(/C=C/C(=O)O)c1	16	1	4	0.0	1.8	1	-15	-8	12
COc1ccc(OC)c(S(=O)(=O)N2CCC(C(=O)NCCc3ccc(OC)c(OC)c3)CC2)c1	14	20	-1	0.4	0.6	32	-1	9[fluorescence artefact?]	12
CCC(=O)NCC(c1cccs1)N1CCOCC1 (configuration not stated)	9	-14	5	0.7	1.4	36	9	85*	-4
CCOc1ccc(C2C(C(=O)c3ccc(C)o3)=C(O)C(=O)N2CCN2CCOCC2)cc1OC (configuration not stated)	5	7	4	0.8	0.6	10	21	-6[fluorescence artefact?]	1
O=C(Nc1ccc(Cl)c(C(F)(F)F)c1)c1ccco1	4	9	-5	-0.1	1.9	57	-13	2	4
N#Cc1ccccc1CN1C(=O)NC(Cc2c[nH]c3ccccc23)C1=O (configuration not stated)	2	5	-3	0.6	-0.4	7	-15	-15	6
COc1ccc(CCNC(=O)CSc2ccc(-c3ccccc3)nn2)cc1OC	22	-13	3	-0.6	0.2	9	-3	9	-5
COCc1nnc(N)s1	13	-22	-6	0.9	0.1	-14	25	9	1
COc1ccc2[nH]c(=O)c(CN(Cc3nnnn3Cc3ccc(F)cc3)CC3CCCO3)cc2c1 (configuration not stated)	8	-12	0	0.7	0.8	-7	9	2	8
C=C(C)c1cccc(C(C)(C)NC(=O)N2CCN(C/C=C/c3ccccc3)CC2)c1	14	-14	6	0.1	0.9	38	-30	-26	1
COc1ccc(-c2c(C)[nH]n3c(=O)c(Cc4ccccc4)c(C)nc23)cc1	5	-24	0	-0.3	0.6	-25	-13	-11[fluorescence artefact?]	10
COC(=O)C1CCN(CC(=O)NC(=O)NC2CCCCC2)CC1	10	10	-1	1.0	0.4	-10	13	-8	27
CCOc1ccc(-c2nnc(-c3ccncc3)o2)cc1	9	-5	7	0.2	2.2	.	.	.	6
CCCCOC(=O)CCCN1C(=O)/C(=C2\SC(=S)N(CCCC(=O)OCCCC)C2=O)SC1=S	6	19	.	1.3	1.6	4	-7	0	7
CCCCCC(=O)Nc1cccc(C2=NOC3(C2)C[C@@H](C(N)=O)N(C(=O)c2cc([N+](=O)[O-])cc([N+](=O)[O-])c2C)C3)c1 (some centres not stated)	16	.	.	.	.	12	-4	-1	5
O=C(O)C1C2C=CC(C2)C1C(=O)NCCc1cccc(Cl)c1 (configuration not stated)	4	-3	0	0.9	0.2	10	40	8	9
CCCSc1nnc(-c2ccccc2N)c(=O)[nH]1	8	2	-3	0.6	0.7	23	1	12	2
CC(C)(C)OC(=O)N1CCC(c2c(C(=O)O)cnn2-c2ccc(Cl)cc2)CC1	5	0	2	0.1	0.6	14	-4	1	3
Cc1ccc(C)c(N(CC(=O)NCc2ccco2)C(=O)CCC(=O)Nc2ccccn2)c1	20	-11	2	0.4	0.8	44	11	8	-12
O=C(CCCc1ccccc1)NC1CC1	11	0	-5	0.8	-0.7	-9	-4	1	8
Cc1cccc(Nc2nnc(SCC(=O)c3ccc(Br)s3)s2)c1C	14	-17	14	0.1	0.5	20	-10	-26[fluorescence artefact?]	25
Cc1cc(C)n(C(=O)COc2ccc(Cl)cc2Cl)n1	3	-30	0	0.8	-0.8	14	36	-2	23
CCOc1ccc(C(=O)C2CCN(C(=O)c3ccccc3C(=O)O)CC2)cc1	8	-12	1	0.3	1.1	32	0	7	6
Cc1ccc(NC(=S)NCCCN2CCOCC2)cc1C	4	-3	.	-0.2	0.1	-1	-11	-1	0
COC(=O)c1ccc(NC(=S)NCCc2cccc(C)c2)cc1	10	-4	-1	0.7	2.2	38	-40	-4	-8

Records listed so far that bear a hit mark in 14-3-3 Bad inh.
| Molecule | NPY1 pot ag | NPY-Y1 antag | TRPML3 ag | CHOP inh | EP2 modulator | 14-3-3 Bad inh |
| --- | --- | --- | --- | --- | --- | --- |
| CCC(=O)NCC(c1cccs1)N1CCOCC1 (configuration not stated) | -14 | 5 | 0.7 | 36 | 9 | 85* |

A different layout for part of the listing above.
Each structure is followed by: EP2 antag, NPY1 pot ag, NPY-Y1 antag, TRPML3 ag, zfTRPN1 agonist, CHOP inh, EP2 modulator, 14-3-3 Bad inh, PPC-1+TRAIL kill
COCc1nnc(N)s1
  13, -22, -6, 0.9, 0.1, -14, 25, 9, 1
COc1ccc2[nH]c(=O)c(CN(Cc3nnnn3Cc3ccc(F)cc3)CC3CCCO3)cc2c1 (configuration not stated)
  8, -12, 0, 0.7, 0.8, -7, 9, 2, 8
C=C(C)c1cccc(C(C)(C)NC(=O)N2CCN(C/C=C/c3ccccc3)CC2)c1
  14, -14, 6, 0.1, 0.9, 38, -30, -26, 1
COc1ccc(-c2c(C)[nH]n3c(=O)c(Cc4ccccc4)c(C)nc23)cc1
  5, -24, 0, -0.3, 0.6, -25, -13, -11[fluorescence artefact?], 10
COC(=O)C1CCN(CC(=O)NC(=O)NC2CCCCC2)CC1
  10, 10, -1, 1.0, 0.4, -10, 13, -8, 27
CCOc1ccc(-c2nnc(-c3ccncc3)o2)cc1
  9, -5, 7, 0.2, 2.2, ., ., ., 6
CCCCOC(=O)CCCN1C(=O)/C(=C2\SC(=S)N(CCCC(=O)OCCCC)C2=O)SC1=S
  6, 19, ., 1.3, 1.6, 4, -7, 0, 7

Later entries.
SMILES	EP2 antag	NPY1 pot ag	NPY-Y1 antag	TRPML3 ag	zfTRPN1 agonist	CHOP inh	EP2 modulator	14-3-3 Bad inh	PPC-1+TRAIL kill
Cc1ccccc1NC(=O)c1ccc(C)c(S(=O)(=O)Nc2ccccn2)c1	6	23	-3	-0.7	0.6	-23	8	1	-1
Cc1ccc(NC(=O)C2CC(=O)NC(Nc3cccc(C)c3)=N2)cc1 (configuration not stated)	15	8	2	-0.2	-1.1	0	25	9	3
CCN1CCN(S(=O)(=O)c2ccc(S(=O)(=O)NCC3CCCO3)cc2)CC1 (configuration not stated)	15	18	6	0.4	-0.8	-9	10	-1	6
COc1ccc(Oc2cccc(Cl)c2CNC(=O)CCC(=O)O)cc1	7	11	.	0.5	1.0	28	-6	-7	7
O=C1CC2CS(=O)(=O)CC2N1c1ccc(Oc2ccccc2)cc1 (configuration not stated)	6	14	-1	0.7	1.3	16	-11	-2	-4
NC(=O)Cn1cc(C(=O)COc2ccccc2)c2ccccc21	5	-6	-4	0.7	1.3	6	-16	-5	30
CCOC(=O)C1=C(N)Oc2c(oc(CO)cc2=O)C1c1ccccc1 (configuration not stated)	11&6	7	-4	-0.7	-0.9	-29	-25&-24	1	-10
CN(C)/C=C(\C#N)C(=O)Nc1ccc(F)cc1	10	12	-6	0.6	2.7	-39	29	3	9
CN(C)C=NC(=O)c1cc(C(=O)c2ccccc2Cl)c[nH]1	9	-1	4	0.5	1.2	37	17	-3	7
CCOC(=O)C1=C(C)N=C2SC(C)C(=O)N2C1c1ccc(OCC)c(OCC)c1 (configuration not stated)	12	11	3	0.0	-0.2	38	26	6	-12
Cc1ccc(CN2CCN(Cc3ccc(C)s3)CC2CCO)cc1 (configuration not stated)	4	-18	4	0.3	1.3	48	13	-11	-5
Cc1ccc(NC(=O)CN2CCC(NC(=O)Cc3ccccc3)CC2)c(C)c1	12	-11	3	0.6	1.9	22	-21	-8	10
O=C(c1ccc(F)cc1)C1CCN(Cc2cn[nH]c2-c2ccc(F)cc2)CC1	11	12	.	1.2	0.8	8	-42	-2	-11
Cc1ccc(-n2c(SCC(N)=O)nnc2-c2cccnc2)c(C)c1	5	4	3	-0.7	0.5	29	24	8	15
COc1cccc(-n2c(Cc3cc(=O)[nH]c(=O)[nH]3)nnc2SCC(=O)N2CCCCC2)c1	8	-6	2	0.9	0.7	-32	13	-3[fluorescence artefact?]	-14
COc1ccc(C[C@H]2CN3C(=NC[C@H]3C)N2CCNC(=O)CCC2CCCCC2)cc1	6	0	4	0.4	-1.1	16	8	-2	2
O=S(=O)(c1ccccc1)c1nc(-c2ccco2)oc1NCc1cccnc1	18	10	-4	0.2	-0.7	-4	-2	-8	0
O=c1ccc(Oc2nc(N3CCOCC3)nc(N3CCOCC3)n2)nn1-c1ccccc1	8	9	1	0.1	-0.1	4	-1	10[fluorescence artefact?]	22
CCCCc1nn(-c2cc(Cl)ccc2OC)c2c1C(=O)CCC2	13	-3	-3	-1.2	-2.3	43	22	-11	0
Cc1ccccc1-n1c(C)n[nH]c1=S	9	9	-1	1.2	-0.2	-13	12	-5	-5
COC(=O)c1ccc(NCCc2csc(-c3ccc(C)cc3)n2)c([N+](=O)[O-])c1	8	2	11	1.1	0.3	2	-2	8[fluorescence artefact?]	1
Cc1ccccc1CS(=O)(=O)c1ccc(C(=O)N2CCC(C)CC2)cc1[N+](=O)[O-]	9	12	0	1.1	-1.0	36	-63	-5	-21
O=CNC1CCCc2c1[nH]c1ccc(Cl)cc21 (configuration not stated)	3	0	-11	1.1	0.0	23	-85	-2	6
COCCOC(=O)C1=C(C)NC2=C(C(=O)CCC2)C1c1ccc2c(c1)OCO2 (configuration not stated)	1	5	-2	0.1	-0.8	-17	32	-7	2
CCN1CCN(C(c2cccs2)C(C)NS(=O)(=O)c2ccc(Br)cc2)CC1 (configuration not stated)	.	4	3	0.7	0.3	16	-7	-6	9
CCOc1cccc(C(=O)Nc2cccnc2)c1	14	21	-3	0.4	0.5	22	7	-7	0
COc1ccc(/C=N/n2cnnc2SCc2ccc(OC)cc2)cc1	13	-23	6	-0.7	-1.5	32	-50	5	12
Cc1ccc(NC(=O)C2CC(=O)n3ncnc3N2)cc1C (configuration not stated)	3	20	-1	0.2	-0.3	7	8	2	8
O=C1C2C3C=CC(C4CC34)C2C(=O)N1/N=C/c1ccc(-c2cccc([N+](=O)[O-])c2)o1 (configuration not stated)	10	-6	8	0.4	2.3	20	-33	-4	27
